# G9a block: qHTS Assay for Inhibitors of Histone Lysine Methyltransferase G9a; Histone-lysine N-methyltransferase EHMT2 (Homo sapiens), Q96KQ7; G9a H3K9 monomethylation, AlphaScreen, 2 h; Potency, µM (highest dose often 102 µM), for inactives: top-dose activity, negative = inhibition, hits mostly inhibitors; 8.8% of 350,000 active; note: % is set by controls: 0 for no effect and ±100 for the full control effect; nearly all actives have a fitted effect of over 75% in size
#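 Methyltransferase reactions run at room temperature for 2 h (20 nM enzyme, 500 nM biotin-H3K9 peptide, 20 uM SAM) after a 15 min compound preincubation; product detected by AlphaScreen beads and anti-H3K9me1 antibody.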
# BLM inh: qHTS Assay for Inhibitors of Bloom's syndrome helicase (BLM) | RecQ-like DNA helicase BLM (Homo sapiens), P54132 | Potency, µM (highest dose often 56.1 µM), for inactives: at the highest dose activity change, negative = inhibition, usual class: inhibitors | 0.2% of 350,000 active | recombinant BLM DNA unwinding, fluorescence dequenching | AID 2528, 2010;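 note: plate controls were vehicle for no effect and no enzyme for full effect; nearly all actives have a fitted effect of over 35% in size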
# Pin1 inhibitor: qHTS Assay to Find Inhibitors of Pin1 | Peptidyl-prolyl cis-trans isomerase NIMA-interacting 1 (Homo sapiens), Q13526 | Pin1 FP peptide displacement, HiFluor488, 10 min | Potency, µM (series often up to 115 µM), inactives show at the top dose activity, negative = inhibition, actives largely listed as inhibitors | 0.009% of 390,000 active | AID 504891, 2011; active = well fitted inhibition curve with a large enough effect in the polarisation, with a control signal flat, not every such curve was filed as active; inconclusive = small, poorly fitted or top-dose-only effect, or effect the other way, or a change in a side signal; inactive = no such curve, though single readings can be large or run the other way; the % refers to the polarisation; note: % is set by controls: 0 for no effect and ±100 for the full control effect
# Target sequence (Q13526 whole entry, looked up): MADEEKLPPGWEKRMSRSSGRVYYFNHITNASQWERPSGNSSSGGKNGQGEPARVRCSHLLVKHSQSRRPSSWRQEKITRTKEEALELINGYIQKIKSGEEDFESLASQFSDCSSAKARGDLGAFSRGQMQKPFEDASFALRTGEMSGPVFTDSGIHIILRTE
# PGK inhibitor: qHTS Assay to Find Inhibitors of Phosphoglycerate Kinase. Potency, µM (doses to about 57.5 µM), for the others: at the highest dose activity change, negative = inhibition, usual class: inhibitors. PGK/GAPDH coupled, Kinase-Glo luminescence, 60 min. 0.043% of 380,000 active; note: % is set by controls: 0 for no effect and ±100 for the full control effect; nearly all actives have a fitted effect of over 60% in size
#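 Luminescent ATP detection (Kinase-Glo Plus) follows a 60-minute room-temperature incubation, with wells lacking PGK as controls. Buffer: 100 mM TEA (pH 7.6), 5 mM MgCl2, 0.01% Tween-20. Coupling enzyme GAPDH (100 nM final) supplies unstable 1,3-BPG in-well.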
# GLS inh: qHTS for Inhibitors of Glutaminase (GLS); Potency, µM (top dose mostly 45.5 µM), for inactives: top-dose activity change, negative = inhibition, usual class: inhibitors; 0.21% of 410,000 active; AID 624170, 2012; GLS enzymatic activity, qHTS titration; Glutaminase kidney isoform, mitochondrial (Homo sapiens), O94925; note: % is set by controls: 0 for no effect and ±100 for the full control effect
# Target sequence (O94925 whole entry, looked up, canonical isoform): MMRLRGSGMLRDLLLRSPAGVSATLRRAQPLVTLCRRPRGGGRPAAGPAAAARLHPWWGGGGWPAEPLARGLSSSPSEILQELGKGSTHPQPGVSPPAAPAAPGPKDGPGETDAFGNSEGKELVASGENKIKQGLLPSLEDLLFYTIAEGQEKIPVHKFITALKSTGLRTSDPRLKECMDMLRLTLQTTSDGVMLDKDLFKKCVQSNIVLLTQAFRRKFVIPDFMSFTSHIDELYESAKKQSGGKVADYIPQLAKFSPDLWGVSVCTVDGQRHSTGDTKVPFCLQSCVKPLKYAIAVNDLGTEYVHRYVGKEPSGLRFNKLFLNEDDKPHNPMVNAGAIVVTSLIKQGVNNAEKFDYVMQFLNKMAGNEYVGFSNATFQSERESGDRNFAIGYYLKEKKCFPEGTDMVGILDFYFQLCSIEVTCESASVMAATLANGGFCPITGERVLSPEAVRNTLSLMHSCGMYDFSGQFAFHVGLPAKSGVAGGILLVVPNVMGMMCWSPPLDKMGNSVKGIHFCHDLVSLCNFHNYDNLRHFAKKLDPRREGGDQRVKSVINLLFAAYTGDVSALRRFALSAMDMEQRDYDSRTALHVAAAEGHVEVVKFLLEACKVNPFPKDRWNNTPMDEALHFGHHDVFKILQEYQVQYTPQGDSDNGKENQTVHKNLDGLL
#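 Two-point fluorescence kinetic (t0, 30 min RT) for hKGA; glutamate detected via glutamate oxidase–HRP–Amplex Red. Substrate: 1 mM L-glutamine solution; buffer 45 mM KH2PO4, pH 8.2.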
# JMJD2A Tudor: qHTS Assay for Inhibitors of JMJD2A-Tudor Domain; AlphaScreen JMJD2A-Tudor / H3K4me3 peptide binding; Potency, µM (doses to about 114 µM), for the others: at the top dose activity change, negative = inhibition, usual class: inhibitors; 4.4% of 390,000 active; AID 504339, 2011; note: % is set by controls: 0 for no effect and ±100 for the full control effect; nearly all actives have a fitted effect of over 50% in size
# POLI inh: qHTS for Inhibitors of Polymerase Iota. Pol iota fluorescent replication assay, 10 min. Potency, µM (series often up to 115 µM), for the others: top-dose activity, negative = inhibition, usual class: inhibitors. DNA polymerase iota (Homo sapiens), Q9UNA4. 1% of 390,000 active
#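 Pol iota at 10 nM preincubated 15 min with compounds at room temperature; reaction started with fluorescent substrate, 50 nM final. Fluorescence read kinetically at 0 and 10 min; buffer-only wells as negative control.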
# BAZ2B block: qHTS Assay for Inhibitors of BAZ2B; Bromodomain adjacent to zinc finger domain protein 2B (Homo sapiens), Q9UIF8; AlphaScreen BAZ2B-H3K14Ac peptide displacement; Potency, µM (doses to about 114 µM), without a hit: top-dose activity change, negative = inhibition, hits mostly inhibitors; 4.4% of 360,000 active; AID 504333, 2011; note: % is set by controls: 0 for no effect and ±100 for the full control effect; nearly all actives have a fitted effect of over 60% in size
#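 BAZ2B (50 nM) with biotin-H3(5-23)K14Ac peptide (50 nM) in PBS pH 7.4, 0.01% Tween-20, preformed 30 min, then compound 30 min at room temperature; top concentration 110uM. AlphaScreen streptavidin donor/nickel chelate acceptor beads (10 ug/mL final), 20 min dark, signal read.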
# HP1b binding inh: HTS for Inhibitors of HP1-beta Chromodomain Interactions with Methylated Histone Tails. AID 540317, 2011. Potency, µM (series often up to 114 µM), without a hit: at the highest dose activity change, negative = inhibition, actives largely listed as inhibitors. AlphaScreen HP1-beta / biotin-H3K9me3 peptide binding. 0.56% of 390,000 active. Chromobox protein homolog 1 (Homo sapiens), P83916; note: nearly all actives have a fitted effect of over 70% in size; inactives centre near 23
# Target sequence (P83916 whole entry, looked up): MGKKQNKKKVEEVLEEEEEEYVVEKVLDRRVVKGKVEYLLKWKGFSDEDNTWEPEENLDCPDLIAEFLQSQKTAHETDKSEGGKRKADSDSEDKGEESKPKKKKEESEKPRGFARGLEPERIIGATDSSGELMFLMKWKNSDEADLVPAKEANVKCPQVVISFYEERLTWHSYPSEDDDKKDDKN
#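 Compound inhibition of the preformed complex between 50 nM HP1-beta and 50 nM biotinylated H3K9me3 peptide was read by AlphaScreen. Buffer was PBS pH 7.4 with 0.01% Tween-20. Incubations ran 30 min at room temperature, with 10 ug/mL donor/acceptor beads.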
# Numbers without * were called inactive; i = inactive; ? = inconclusive; . = not tested or not shown; & = joins results of further samples; [ ] = remark or other dose. Unless noted, calls come from the whole dose curve; as a rule, active = well fitted curve in the direction sought with a large enough effect; inconclusive = small, poorly fitted or top-dose-only effect, or another doubt; inactive = no such curve, though single readings can be large; an effect the other way counts as inactive or inconclusive. Potency is the fitted concentration of half-maximal effect.
# Every second line gives: G9a block	BLM inh	Pin1 inhibitor	PGK inhibitor	GLS inh	JMJD2A Tudor	POLI inh	BAZ2B block	HP1b binding inh
Cc1nc(N2CCN(Cc3ccc4c(c3)OCO4)CC2)c2oc3ccccc3c2n1
    .	.	14%	-4%	0%	?	-9%	.	-15%
CN(C)CCCN(C(=O)c1ccc(S(=O)(=O)N2CCCCCC2)cc1)c1nc2c(F)cc(F)cc2s1
    45µM*	.	-3%	i	-10%	?	-2%	?	-12%
OCC1OC(n2cnc3c(NC4CCCCC4)ncnc32)C(O)C1O (stereo unspecified)
    14%[59 µM]	-1%	-3%	-6%	10%	-24%	-10%	2%	13%
Cc1c(Cl)c(-c2n[nH]c(=S)n2Cc2ccco2)nn1C
    7.9µM*	1%	-13%	-8%	-1%	8.9µM*	5%	-9%	20%
COc1ccccc1-c1cc(C(F)(F)F)nc(S(=O)(=O)CCCC(=O)Nc2ccc(F)cc2F)n1
    -1%[59 µM]	-8%	4%	i	-8%	-6%	-9%	-21%	63%[activator]
COc1cc(CN2CCC(n3nccc3NC(=O)c3ccccc3OC)CC2)ccc1F
    .	1%	-1%	-9%	-3%	-12%	?	-27%	33%
CN1CCN(C/C(=C2/N=C(c3ccccc3)OC2=O)N(C)C)CC1
    ?	6%	-16%	-2%	-6%	-28%	1%	15%	3%
COc1ccccc1NC(=O)c1cc(S(=O)(=O)N(C)C2CCCCC2)ccc1F
    8%[59 µM]	-8%	7%	-4%	6%	-9%	20%	12%	34%[activator]
CCN1CCN(Cc2c(C(=O)N/N=C(\C)c3ccc(Cl)cc3)nnn2-c2nonc2N)CC1
    28µM*	-8%	-9%	i	-4%	-27%	7%	?	36%
COCCNC(=O)c1ccc(N2CC3CC(C2)c2cccc(=O)n2C3)c(NC(=O)c2ccc(Br)o2)c1 (stereo unspecified)
    -1%	-1%	-8%	-1%	4%	-18%	6%	-12%	46%[activator]
C=CCSc1nc(-c2ccccc2)c2cc(Cl)ccc2n1
    41%[59 µM]	-1%	8%	12%	14%	201%[activator]	12%	195%[activator]	302%[activator]
O=C(/C=C/c1ccncc1)c1ccc(NC(=O)c2ccccc2F)cc1
    14µM*	-8%	17%	-4%	0%	56µM*	?	50µM*	-2%[57 µM]
CC1CN(c2ccccc2)CCN1Cc1nc(Cc2ccccc2)no1 (stereo unspecified)
    3%	-6%	-2%	-5%	-9%	-7%	62%[activator]	-1%	40%[activator]
Cc1ccc(-n2ccnc(NCCc3ccccc3)c2=O)cc1C
    2%[59 µM]	0%	-2%	-3%	-12%	-12%	-12%	-1%	3%
COC(=O)c1cn(CC(=O)Nc2ccccc2C)c2ccccc12
    -1%	-6%	-6%	-13%	-14%	-11%	3%	-6%	33%
c1cncc(-c2nc(NCCCN3CCOCC3)c3c4c(sc3n2)CCC4)c1
    ?	60%[activator]	11%	-4%	7%	-20%	92%[activator]	-18%	5%
CNc1ccccc1C(C)(C)c1ccn[nH]1
    -16%	-2%	12%	-1%	6%	-15%	13%	-11%	31%
CCCn1c(Nc2ccc(Cl)cc2)nc2ccccc21
    ?	-4%	?	-1%	14%	-8%	5%	1%	21%
Cc1ccc(/C=C2\SC(=S)N(/N=C/c3cc([N+](=O)[O-])ccc3O)C2=O)o1
    6.3µM*	?	?	-17%	17%	56µM*	4.5µM*	11µM*	45µM*
Cc1oc2c(O)c(O)ccc2c(=O)c1-c1cnn(-c2ccccc2)c1
    ?	-5%	?	-4%	61%[activator]	?	?	?	10%
N#Cc1c(NC(=O)CSc2nc(-c3ccco3)cc(C(F)(F)F)n2)sc2c1CCCC2
    ?	2%	-6%	0%	-1%	-12%	9%	-5%	-15%
O=C(N/C(=C/c1ccc(Br)cc1)C(=O)N1CCOCC1)c1ccco1
    -7%	0%	-16%	0%	-10%	3%	6%	-7%	23%
CCOc1cccc(/C=C2\NC(=S)N(c3ccccc3)C2=O)c1O
    ?	-6%	7%	-10%	4%	-32%	-1%	-26%	-1%
O=C(CNC(=O)c1cccs1)Nc1ccc2c(c1)OCCO2
    7%[0.501 µM]	.	6%	-5%	6%	-14%	9%	3%	12%
Cc1cc(C)nc(SCC(=O)Nc2ccc(S(=O)(=O)Nc3nccs3)cc2)n1
    ?	-1%	1%	6%	11%	-12%	0%	4%	11%
CCC(=O)Nc1cccc(C(=O)OCc2cccc([N+](=O)[O-])c2)c1
    22%[12.7 µM]	-4%	-1%	-5%	5%	-25%	-16%	-27%	15%
CC(C)N1CN(c2ccccc2)C(=S)N(c2ccccc2)C1
    7%	0%	1%	-4%	5%	-1%	23%	-3%	31%
CN(C)/C=C/C(=O)c1ccc(-n2cccc2)cc1
    ?	-4%	-1%	-3%	13%	?	8%	?	18%
Cn1c(=NC(=O)C2CCN(S(=O)(=O)c3cccs3)CC2)sc2ccccc21
    5%[59 µM]	2%	0%&11%	1%&-1%	-6%&6%	-21%&33%	14%&19%	9%	-19%&32%
Cc1cc2c(c(=O)o1)C(c1cccs1)C(C#N)=C(N)O2 (stereo unspecified)
    ?	-4%	-11%	-9%	6%	5%	12%	7%	50%[activator]

# Records listed above shown as hits in BAZ2B block:
# Every second line gives: G9a block	BLM inh	Pin1 inhibitor	PGK inhibitor	GLS inh	JMJD2A Tudor	POLI inh	BAZ2B block	HP1b binding inh
O=C(/C=C/c1ccncc1)c1ccc(NC(=O)c2ccccc2F)cc1
    14µM*	-8%	17%	-4%	0%	56µM*	?	50µM*	-2%[57 µM]
Cc1ccc(/C=C2\SC(=S)N(/N=C/c3cc([N+](=O)[O-])ccc3O)C2=O)o1
    6.3µM*	?	?	-17%	17%	56µM*	4.5µM*	11µM*	45µM*

# Two entries from above, bar-delimited:
compound | G9a block | BLM inh | Pin1 inhibitor | PGK inhibitor | GLS inh | JMJD2A Tudor | POLI inh | BAZ2B block | HP1b binding inh
CCC(=O)Nc1cccc(C(=O)OCc2cccc([N+](=O)[O-])c2)c1 | 22%[12.7 µM] | -4% | -1% | -5% | 5% | -25% | -16% | -27% | 15%
O=C(N/C(=C/c1ccc(Br)cc1)C(=O)N1CCOCC1)c1ccco1 | -7% | 0% | -16% | 0% | -10% | 3% | 6% | -7% | 23%

# Part of the list above in a different format:
SMILES: CCN1CCN(Cc2c(C(=O)N/N=C(\C)c3ccc(Cl)cc3)nnn2-c2nonc2N)CC1
  G9a block: 28µM* | BLM inh: -8% | Pin1 inhibitor: -9% | PGK inhibitor: i | GLS inh: -4% | JMJD2A Tudor: -27% | POLI inh: 7% | BAZ2B block: ? | HP1b binding inh: 36%
SMILES: COc1ccccc1-c1cc(C(F)(F)F)nc(S(=O)(=O)CCCC(=O)Nc2ccc(F)cc2F)n1
  G9a block: -1%[59 µM] | BLM inh: -8% | Pin1 inhibitor: 4% | PGK inhibitor: i | GLS inh: -8% | JMJD2A Tudor: -6% | POLI inh: -9% | BAZ2B block: -21% | HP1b binding inh: 63%[activator]
SMILES: Cc1ccc(-n2ccnc(NCCc3ccccc3)c2=O)cc1C
  G9a block: 2%[59 µM] | BLM inh: 0% | Pin1 inhibitor: -2% | PGK inhibitor: -3% | GLS inh: -12% | JMJD2A Tudor: -12% | POLI inh: -12% | BAZ2B block: -1% | HP1b binding inh: 3%

# Next part
# Every second line gives: G9a block	BLM inh	Pin1 inhibitor	PGK inhibitor	GLS inh	JMJD2A Tudor	POLI inh	BAZ2B block	HP1b binding inh
Cc1ccccc1CNC(=O)CC1C(=O)NCCN1CC1CCCCC1 (stereo unspecified)
    ?	-2%	0%	3%	0%	-15%	59%[activator]	-10%	32%
CCOC(=O)N1CCC(NC(=O)C2CCN(C(=O)c3cc4oc(C)cc4n3Cc3c(F)cccc3Cl)CC2)CC1
    35µM*	-7%	?	4%	1%	?	16%	?	-8%
COc1ccccc1OC(C)C(=O)Nc1ccc(S(=O)(=O)Nc2nccs2)cc1 (stereo unspecified)
    -17%	-4%	-2%	-7%	-4%	-20%	76%[activator]	?	13%
CCN=C1S/C(=C/c2ccc(-c3ccc(F)cc3)o2)C(=O)N1CC
    35µM*	-7%	14%	-3%	72%	28%	180%[activator]	-32%	36%
Cc1cc(C)n2nc(S(=O)(=O)N(C)Cc3ccccc3)nc2n1
    -26%[12.7 µM]	1%	6%	-3%	0%	14%	22%	-3%	38%[activator]
O=C(N/N=C/c1cc([N+](=O)[O-])ccc1O)/C(=C\c1cccs1)NC(=O)c1ccccc1
    19%[59 µM]	-7%	37%[activator]	0%	29%	?	69%[activator]	-10%	3%
Cc1sc2ncnc(N(C)CCc3ccccn3)c2c1C
    -140%[59 µM]	0%	-13%	-3%	37%[activator]	1.4µM*	17%	25µM*	18µM*
COc1cccc(CNC(=O)CCCn2ccc3cc(S(=O)(=O)N4CCCC4)ccc32)c1
    8%	-5%	2%	-1%	-2%	-11%	13%	-10%	17%

# From PubChem BioAssay

# A portion of the library; count on the stated rates, not on these rows.
